# proCasp3 act – procaspase-3 (human) activation | hit rate 0.11% among 330,000 | recombinant procaspase-3 D3A, Ac-DEVD-pNA absorbance 405 nm | P42574 | activation, % at 8.5 µM;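 active = activation above the mean of all tested compounds plus 3 SD, cut at about 21% in these data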;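 also: 0% = DMSO alone and 100% = DMSO wells spiked with extra 5 µM PC-3 D3A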
# Target sequence (P42574 whole entry D9A/D28A/D175A): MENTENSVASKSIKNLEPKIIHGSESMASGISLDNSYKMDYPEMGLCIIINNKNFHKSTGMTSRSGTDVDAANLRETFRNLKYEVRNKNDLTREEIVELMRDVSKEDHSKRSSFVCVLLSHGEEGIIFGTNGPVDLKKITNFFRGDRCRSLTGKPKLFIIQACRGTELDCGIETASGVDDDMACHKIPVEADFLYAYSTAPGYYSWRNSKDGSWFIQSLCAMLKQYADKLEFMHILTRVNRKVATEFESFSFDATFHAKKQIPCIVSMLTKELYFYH
#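 Assay system – Procaspase-3 D3A mutant · Benchmarks – DMSO low control, extra-enzyme high control · Technique – 405 nm absorbance of p-nitroaniline, reads at 0 and 120 min · Doses – 8.5 µM nominal · Measure – % activation between DMSO and enzyme-spiked controls · Also added – Ac-DEVD-pNA chromogenic peptide substrate · Schedule – 1 h compound preincubation, 2 h substrate hydrolysis at 25 °C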
# AHR activator – activates the human aryl hydrocarbon receptor; activation, % at 5 µM; P35869; AHR-responsive luciferase reporter cells, luminescence; AID 2796; hit rate 2.5% among 320,000; in the data active = activation above about 47%;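 also: 0% = vehicle wells and 100% = reference agonist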
# CR mimetic SO – yeast age-related superoxide inhibition as caloric restriction mimetic | S. cerevisiae aged cells, superoxide DHE fluorescence; active compounds read low | superoxide response (% of plate mean), % at 10 µM | hit rate 0.18% among 330,000 | AID 2690;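 active = superoxide response under a set limit, about three screen SD below normal, cut at about 65% in these data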;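 also: yeast aged for seven days with compound at 30 °C before DHE staining; 100% = average MFI of all compound-treated wells on the plate with controls excluded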
# MEP2-GFP yeast – yeast TOR pathway MEP2-GFP modulation. hit rate 0.51% among 330,000. AID 2016. S. cerevisiae MEP2-GFP strain, flow cytometry GFP, 3 h; 100% = DMSO control level. GFP response vs DMSO, % at 10 µM;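 active = GFP response versus DMSO above a set limit, roughly screen mean plus 3 SD, cut at about 180% in these data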;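 also: median GFP fluorescence of the barcode-gated MEP2-GFP cells per well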
# procasp7 counter – activates human procaspase-7, counter-screen for procaspase-3 activators | P55210 | recombinant procaspase-7, Ac-DEVD-pNA absorbance 405 nm; D23A/D198A/D206A triple mutant, cannot self-cleave; scale: DMSO 0, 5 µM enzyme 100 | activation, % at 8.5 µM | hit rate 0.093% among 330,000;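 active = percent activation above the screen-wide mean plus 3 SD, cut at about 25% in these data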
# Target sequence (P55210 whole entry D23A/D198A/D206A): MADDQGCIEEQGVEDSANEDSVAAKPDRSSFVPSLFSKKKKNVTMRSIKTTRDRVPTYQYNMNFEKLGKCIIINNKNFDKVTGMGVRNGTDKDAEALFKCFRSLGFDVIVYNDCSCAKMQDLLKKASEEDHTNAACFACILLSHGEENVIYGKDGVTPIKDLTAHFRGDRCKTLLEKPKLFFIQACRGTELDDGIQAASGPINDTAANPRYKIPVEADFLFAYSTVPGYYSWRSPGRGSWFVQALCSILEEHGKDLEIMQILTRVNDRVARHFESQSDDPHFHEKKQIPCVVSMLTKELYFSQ
#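 Assay system: Uncleavable procaspase-7 mutant enzyme / Input: 2 µM procaspase-7 mutant as dispensed / Dosing: single nominal 8.5 µM compound dose, 0.8% DMSO final / Timing: 1 h enzyme–compound preincubation and 2 h substrate reaction, both 25 °C / Detection: p-Nitroaniline absorbance at 405 nm, read at 0 and 120 min / Replication: singlicate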
# JMJD2C inh – blocks human GASC-1 demethylase activity | Q9H3R0 | GST-JMJD2C(1-420) H3K9me3 demethylation, DELFIA europium | inhibition, % at 2.35 µM | hit rate 0.069% among 330,000;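 active = more than half of a compound's replicate wells show inhibition beyond 50%, single wells judged on their own value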;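 also: signal counts dimethyl H3K9 product captured on neutravidin plate; 0% = median of DMSO wells and 100% = 0.3 times that DMSO median; strong numbers were not always called active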
# Target sequence (Q9H3R0 1-420 limits assumed): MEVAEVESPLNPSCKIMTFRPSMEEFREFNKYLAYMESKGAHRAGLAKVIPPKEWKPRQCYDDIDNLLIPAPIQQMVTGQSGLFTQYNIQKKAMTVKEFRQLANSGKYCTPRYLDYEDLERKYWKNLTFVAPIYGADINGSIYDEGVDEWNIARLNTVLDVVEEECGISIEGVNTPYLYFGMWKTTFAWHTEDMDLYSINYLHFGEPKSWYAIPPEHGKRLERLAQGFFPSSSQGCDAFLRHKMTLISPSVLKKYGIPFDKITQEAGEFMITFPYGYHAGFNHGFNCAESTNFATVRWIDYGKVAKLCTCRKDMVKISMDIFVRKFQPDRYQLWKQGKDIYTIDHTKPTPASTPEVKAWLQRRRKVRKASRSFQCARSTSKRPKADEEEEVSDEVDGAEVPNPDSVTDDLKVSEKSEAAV
# RPL19A TOR yeast – yeast TOR pathway RPL19A-GFP modulation. S. cerevisiae RPL19A-GFP strain, flow cytometry, 3 h; active compounds read low. percent response vs DMSO, % at 10 µM. hit rate 0.3% among 330,000. AID 2025;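 active = percent response vs DMSO below 50%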;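 also: median channel GFP fluorescence of the barcoded RPL19A-GFP strain; ratio of sample median GFP to plate DMSO average so 100% = DMSO; lower means less RPL19A-GFP as with rapamycin TOR inhibition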
# LAP4-GFP MLPCN – alters LAP4-GFP fluorescence in TOR pathway yeast screen | S. cerevisiae LAP4-GFP multiplex, flow cytometry GFP, 3 h; median GFP as percent of DMSO wells | hit rate 0.34% among 320,000 | GFP response vs DMSO, % at 10 µM;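 active = GFP response vs DMSO above a set limit, about the screen mean plus 3 SD, cut at about 150% in these data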
# Active calls of the source: *; x = not tested or not shown; [ ] = remark or other dose.
# Start of the data: the first 3 records as a preview:
SMILES,proCasp3 act,AHR activator,CR mimetic SO,MEP2-GFP yeast,procasp7 counter,JMJD2C inh,RPL19A TOR yeast,LAP4-GFP MLPCN
CCc1ccc(N2CC(C(=O)OCC(=O)NNC(=O)c3ccccc3)CC2=O)cc1 (centres undefined),-6,0,86,103,-6,6,99,105
CCCC(/C=C/c1ccc(OC(C)=O)cc1)=C1/c2ccccc2C(=O)N1c1ccccc1,-1,16,82,94,-5,0,102,103
Cc1cc(C(=O)CSc2ncn[nH]2)c(C)n1-c1cccc(S(=O)(=O)N2CCOCC2)c1,-6,0,91,108,-6,5,99,96

# Main list, from the start:
SMILES,proCasp3 act,AHR activator,CR mimetic SO,MEP2-GFP yeast,procasp7 counter,JMJD2C inh,RPL19A TOR yeast,LAP4-GFP MLPCN
CCc1ccc(N2CC(C(=O)OCC(=O)NNC(=O)c3ccccc3)CC2=O)cc1 (centres undefined),-6,0,86,103,-6,6,99,105
CCCC(/C=C/c1ccc(OC(C)=O)cc1)=C1/c2ccccc2C(=O)N1c1ccccc1,-1,16,82,94,-5,0,102,103
Cc1cc(C(=O)CSc2ncn[nH]2)c(C)n1-c1cccc(S(=O)(=O)N2CCOCC2)c1,-6,0,91,108,-6,5,99,96
O=C(CCCN1C(=O)/C(=C\c2ccco2)SC1=S)Nc1cccc2ccccc12,-14,2,98,92,-22,-15,102,89
CC(=O)c1c(C)[nH]c(C(=O)Nc2ccc(C)cc2Br)c1C,0,52*,115,92,7,-3,85,90
Cc1cc(S(=O)(=O)N2CCCC2)c(C)s1,3,-3,103,100,4,5,98,120
COc1ccccc1C1CCN(Cc2cccc([N+](=O)[O-])c2)CC1,1,1,104,96,0,-24,99,111
CCOC(=O)Cn1c2ccccc2c2nc(C)sc21,8,1,84,111,2,4,107,110
CCOc1ccc(NC(=O)CCNS(=O)(=O)c2cccc3nsnc23)cc1,5,4,102,104,0,12,104,98
O=C(Oc1ccccc1N1CCOCC1)c1sccc1Br,-6,6,97,96,8,10,99,108
CCCC(=O)Nc1nnc(SCC(=O)N2CCN(c3ccccc3)CC2)s1,-2,0,94,118,-11,-1,95,115
Cc1cccc(Nc2nc(N)c([N+](=O)[O-])c(N3CC(C)CC(C)C3)n2)c1 (centres undefined),-1,-1,113,106,-1,-1,102,93
O=C(COC(=O)c1cnccn1)c1ccc(Cl)cc1,2,1,93,96,4,x,97,95
CC(=O)c1ccccc1OCC(O)CN1CCN(CCN2C(=O)c3cccc4cccc(c34)C2=O)CC1 (centres undefined),0,-8,107,102,-2,31,102,100
Cc1ccc(CS(=O)(=O)c2nsc(C)c2C#N)cc1,2,-9,84,101,-3,2,101,108
CN1C(C(=O)Nc2ccc(OC(F)(F)F)cc2)=CC(c2cccs2)=NS1(=O)=O,-2,3,94,101,5,-46,101,104
COc1ccc(NC(=O)CCOc2ccc(C)cc2)c(OC)c1,4,0,98,110,5,-9,108,100
COc1ccc(NC(=O)/C(N=Nc2ccc(Cl)c(S(=O)(=O)Nc3ccc(Cl)cc3)c2)=C(\C)O)cc1,5,1,107,100,1,2,102,95
COc1ccc2c(c1)CC/C(=C\c1ccc(OC)c(Cn3nc(C)cc3C)c1)C2=O,10,3,113,98,8,6,95,x
CCOC(=O)C1CCCN(C(=O)/C=C/c2cccc([N+](=O)[O-])c2)C1 (centres undefined),4,1,98,100,5,10,96,97
Cc1cc(C)cc(C(=O)N(c2ccccn2)C(C)c2ccco2)c1 (centres undefined),-8,4,110,102,9,-3,98,95
O=C(Nc1ccc(F)cc1)C1CCCN(c2cnccn2)C1 (centres undefined),-3,9,201,104,7,-7,93,152*
C(=C\c1ccccc1)/CN1CCN(Cc2nc(Cc3ccccc3)no2)CC1,4,0,81,105,5,0,105,94
O=C(O)/C=C/C(=O)NC1CCCCC1,-2,-2,108,109,19,1,101,105
COc1cc(NC(=O)c2cccnc2SC)cc(OC)c1OC,1,6,96,102,5,14,100,107
SMILES,proCasp3 act,AHR activator,CR mimetic SO,MEP2-GFP yeast,procasp7 counter,JMJD2C inh,RPL19A TOR yeast,LAP4-GFP MLPCN
S=C1NC[C@H](c2ccccc2)N1CC1CCCCC1,6,-1,108,100,-4,10,110,130
CC(C)CNC(=O)CCc1nc(-c2ccccc2)no1,12,3,98,89,-3,-5,95,97
O=c1[nH]c(CSc2ncnc3sccc23)nc2ccccc12,1,10,91,99,6,4,100,107
C=CCNC(=O)c1ccc2c(c1)nnn2C,-3,-3,96,98,11,2,99,103
Cc1cc(Br)cc2c1NC(=O)C2(O)CC(=O)c1ccco1 (centres undefined),13,2,98,97,2,-4,98,90
CCN(CC)C(=O)CC(c1ccc(F)cc1)c1ccc(OC)cc1 (centres undefined),10,-1,104,105,1,4,104,103
Cc1ccc(-c2c[n+](CC(=O)c3cccs3)c3n2CCC3)cc1,1,0,107,94,-1,41,95,111
Cc1ccccc1-c1nnc(SCCOc2ccc3c(C)cc(=O)oc3c2)o1,1,-2,116,127,-5,3,101,118
COc1ccc(N(CC(=O)Nc2cccc(C)c2C)S(=O)(=O)c2c(C)[nH]c(=O)[nH]c2=O)cc1,2,0,109,97,9,-5,99,114
O=C(CSc1nc(O)c(Cc2ccccc2)c(=O)[nH]1)N1CCOCC1,-1,3,88,95,5,8,99,111
CCCCOC(=O)c1ccc(NC(=O)C(=O)NCC2CCCO2)cc1 (centres undefined),5,1,97,99,4,-11,100,105
O=C1CC(=O)Nc2cc(S(=O)(=O)Nc3ccc(F)cc3Cl)ccc2N1,8,0,82,99,4,12,99,102
CN(C)C(=O)NC(O)C(Cl)Cl (centres undefined),13,-1,98,99,-6,15,98,98
Cc1[nH]nc2c1C1(CCN(Cc3ccccc3)CC1)C(C#N)=C(N)O2,-23,1,96,95,-17,-8,99,90
NC(=O)CC(NC(=O)Cc1cccc2ccccc12)c1ccc(N2CCc3ccccc3C2)c([N+](=O)[O-])c1 (centres undefined),2,1,105,90,-1,-4,95,100
CCc1ccc(C(=O)NC(=S)NCc2cccnc2)cc1,-2,8,115,101,4,3,95,104
O=C(COC(=O)C1CCCC1)Nc1ncc(Cl)cc1Cl,0,2,94,96,5,8,98,100
CC(=O)c1cc2c(cc1N(C(=O)c1ccco1)C(C(=O)NC1CCCC1)c1ccccc1F)OCO2 (centres undefined),2,-1,99,103,-3,6,103,101
CCC1CC(C(=O)Nc2ccccc2)C(=O)O1 (centres undefined),3,-2,92,98,6,-11,103,105
CC(C)NS(=O)(=O)c1ccc(OCC(=O)NCc2ccc3c(c2)OCO3)c(Cl)c1,11,8,108,84,2,1,96,89
CCN(C(=O)CSc1nnc(C)c(=O)[nH]1)c1cccc2ccccc12,-8,0,97,94,-9,2,95,95
Cc1ccc([N+](=O)[O-])cc1NC(=O)Cc1ccc(F)cc1,-2,0,108,100,7,4,100,96
O=C(CCC(=O)Nc1ccccc1Cl)NNC(=S)Nc1ccccc1C(F)(F)F,1,1,89,104,1,1,107,104
O=C(NC1CCCC1)C1CCCN1C(=O)Oc1ccccc1 (centres undefined),0,1,94,84,-1,-7,90,83
CC(C)c1onc(C(=O)N2CCCCCC2)c1[N+](=O)[O-],8,0,105,108,12,1,105,89
SMILES,proCasp3 act,AHR activator,CR mimetic SO,MEP2-GFP yeast,procasp7 counter,JMJD2C inh,RPL19A TOR yeast,LAP4-GFP MLPCN
O=C(CN1CCN(c2ccccc2F)CC1)c1c[nH]c2ccccc12,-2,15,103,174,10,-1,87,159*
Cc1sc2ncn(CC(=O)NCc3ccco3)c(=O)c2c1-c1ccccc1,1,5,96,115,-2,4,125,87
CCCCN(C(=O)c1ccc(N2CCCC2=O)cc1)c1c(N)n(CC(C)C)c(=O)[nH]c1=O,14,1,87,102,14,-3,102,112
O=S(=O)(c1cccc(C(F)(F)F)c1)N1CCC(O)(c2cccnc2)CC1,5,-1,99,111,3,-9,99,98
O=C(COc1ccc(S(=O)(=O)NC2CCCCC2)cc1)NC1CCCCC1,7,-2,106,102,-12,9,100,98
Cc1cc(=O)c(C(=O)O)nn1-c1ccccc1C(F)(F)F,-5,-1,107,106,11,-21,107,96
COc1ccc(-c2nn(-c3ccccc3)cc2C(=O)O)cc1N,2,8,103,104,1,-10,101,103
O=C(N/N=C/c1ccc(OC(=O)c2ccccc2)cc1)c1cccc(O)c1,-5,3,102,93,9,-8,98,100
Cc1ccc(/C=N/NC(=O)Cn2cnc3ccccc32)o1,0,8,94,106,-5,-3,103,92
CC(C)Oc1ccc(C(=O)Nc2ccc(N3CCCCC3)cc2)cc1,3,-3,101,105,-2,7,105,95
CCCCNC(=O)c1cc2c(=O)n3cccc(C)c3nc2n(CCN2CCOCC2)c1=N,-13,10,108,231*[may fluoresce violet],-4,-6,43*[may fluoresce violet],75[may fluoresce violet]
O=C(Nc1cccc(-c2ccc(F)cc2)c1)C1CCCN(C(=O)c2cscn2)C1 (centres undefined),3,9,95,105,10,3,104,102
C/C(=N\O)C(C)(C)Nc1cccc(Br)c1,-2,1,126,89,6,8,94,91
CCOC(=O)N1CCN(C(=O)c2ccc(OC(C)=O)cc2)CC1,4,0,95,101,-10,-21,95,103
O=C(NN=Cc1ccc(O)cc1)c1ccccc1NS(=O)(=O)c1cccs1,0,1,110,98,-1,4,97,92
CCOC(=O)C(=O)Nc1ccccc1C(=O)OC,8,2,94,106,-2,0,95,115
CCc1ccc(OCc2ccc(C(=O)OC)o2)cc1,4,4,98,116,-5,-11,102,115
O=S(=O)(Cc1ncc(C(F)(F)F)cc1Cl)c1ccccc1,12,-9,91,106,-10,2,97,99
O=C(COc1ccc(F)cc1F)NNC(=O)Nc1cccc([N+](=O)[O-])c1,5,1,90,102,4,-1,102,103
CCOC(=O)N1CCN(CC(=O)c2ccc3c(c2)CCN3)CC1,3,-3,97,98,-5,-4,102,106
C=CCN1C(=O)C(CC(=O)Nc2ccc(OCC)cc2)N(Cc2ccccn2)C1=S (centres undefined),-5,7,90,102,4,-6,95,107
O=C(NC1CCCCC1)N1CCC(c2nc3ccc(Cl)cc3[nH]2)CC1,12,4,101,101,-3,2,97,98
CCOc1cc2c(C#N)c(N3CCCC3)nc(N)c2c(N)n1,5,10,99,94,-3,-1,101,106
C=CCOc1cccc(C2C(C(=O)c3ccco3)=C(O)C(=O)N2Cc2ccco2)c1 (centres undefined),-2,0,96,105,-20,-6,105,95
N#CCc1nn(-c2ccc(Cl)cc2)c(N)c1C#N,5,64*,100,103,7,-9,100,98
SMILES,proCasp3 act,AHR activator,CR mimetic SO,MEP2-GFP yeast,procasp7 counter,JMJD2C inh,RPL19A TOR yeast,LAP4-GFP MLPCN
COCCN(C(=O)CNC(=O)c1cccs1)C(C(=O)NC(C)(C)C)c1ccccc1 (centres undefined),8,1,101,113,-16,11,110,90
COc1ccc(S(=O)(=O)N2CCN(Cc3ccc(OC)c(OC)c3)CC2)cc1,7,2,85,97,5,-8,98,83
NS(=O)(=O)OCCCCCc1ccccc1,6,0,91,97,7,-5,104,107
CC(C)c1c(C(=O)N/N=C/c2ccccc2OCc2c(F)cccc2Cl)nnn1-c1nonc1N,-7,0,81,105,-9,-1,103,96
COc1ccc(-c2noc(CSc3nnc(-c4ccncc4)n3-c3ccc(F)cc3)n2)cc1OC,4,2,100,109,5,x,108,106
CNS(=O)(=O)c1ccc2nc(NC(=O)/C=C/c3ccco3)sc2c1,1,-2,97,94,2,-5,94,98
COc1ccc(CC(=O)N/N=C(\C)CC(=O)Nc2ccc3c(c2)OCCO3)cc1OC,4,5,95,105,-1,-2,93,95

# Assay outcomes from PubChem.
